Compound activity (PubChem)
CatL inh: inhibitors of human cathepsin L, biochemical; purified cathepsin L, fluorogenic substrate, fluorescence; AID 460, 2006; inhibition, %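 (tested at 10 µM)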; 0.17% of 58,000 active; in the data active = inhibition above about 45%;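 note: 0% = enzyme with no compound and 100% = no enzyme blank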
Target sequence (P07711 114-288 limits assumed): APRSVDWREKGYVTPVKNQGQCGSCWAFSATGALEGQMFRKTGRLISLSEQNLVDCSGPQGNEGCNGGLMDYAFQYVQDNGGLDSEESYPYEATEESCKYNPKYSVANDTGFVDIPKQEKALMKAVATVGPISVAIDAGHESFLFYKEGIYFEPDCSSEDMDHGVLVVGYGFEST
Target sequence (P07711 292-333 limits assumed): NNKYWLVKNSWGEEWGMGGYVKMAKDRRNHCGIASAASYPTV
CatB block: human cathepsin B inhibitors, primary screen, biochemical, fluorogenic substrate. AID 453, 2006. 0.1% of 63,000 active. inhibition, %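 (tested at 10 µM)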. purified cathepsin B, fluorescence. P07858; in the data active = inhibition above about 21%;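 note: 0% = enzyme with no compound and 100% = no enzyme blank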
CatB mix inh: cathepsin B inhibitors from pooled compounds, primary screen, biochemical, compound mixtures, AMC fluorescence; P07858; Purified cathepsin B, AMC dipeptide fluorescence; inhibition, %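 (ten-compound pools at 5 µM per compound and 50 µM total)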; 0.06% of 62,000 active; in the data active = inhibition above about 22%, passing the limit was not always enough; inconclusive = no clear call, values can overlap the other calls;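 note: 0% = enzyme without compound and 100% = no enzyme blank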
FXIIa mix inh: human factor XIIa inhibitors, primary screen, biochemical, pooled compound mixtures, fluorogenic substrate | Coagulation factor XII (Homo sapiens), P00748 | purified FXIIa | inhibition, % at 5 µM | 0.2% of 62,000 active | AID 684, 2007;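 note: 0% = enzyme without compound and 100% = no enzyme blank; some results filed as inactive read as strong as hits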
AP ELISA ortho: alternative complement pathway inhibitors, primary screen, biochemical, ELISA, human serum, orthogonally pooled compounds. AID 1235, 2008. LPS-coated ELISA, C3 deposition; tested in compound mixtures. 0.08% of 62,000 active. inhibition, % at 5 µM;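 active = inhibition above 30% in each of the two pooled mixtures holding the compound, so the lower value exceeds 30%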;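 note: 0% = serum in Mg-EGTA without compound and 100% = EDTA serum blank; some compounds past the cut are filed as inactive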
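Test system – human serum alternative complement pathway, C3 deposition on LPS-coated wells · Buffer or medium – diluted human serum in Mg2+-EGTA GVB++ · Compound dosing – 5 µM each compound, pools of ten, 50 µM per pool · Schedule – 1 h serum-compound exposure at 37 °C · Measured by – Anti-C3 ELISA, OD 450 nm · Read-out basis – percent inhibition of C3 deposition onto LPS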
C1s block: complement C1s protease inhibitors, primary screen, biochemical, 10-compound mixtures. Complement C1s subcomponent (Homo sapiens), P09871. purified C1s, fluorogenic AMC substrate, pooled mixtures. mean inhibition % of two 10-compound mixtures (hits give high values), % at 5 µM (by protocol). 0.16% of 62,000 active. AID 538, 2006;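 active = inhibition above 20% in each of the two 10-compound mixture wells holding the compound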;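 note: 0% = enzyme wells lacking compound mixture and 100% = no-enzyme blank wells; some compounds called inactive have numbers as strong as hits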
CatG inh: human cathepsin G inhibitors, primary screen, biochemical, pooled compound mixtures, AMC fluorescence; 0.2% of 62,000 active; AID 581, 2007; purified enzyme, AMC-tetrapeptide fluorescence; P08311; inhibition, % at 5 µM (by protocol);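 active = inhibition above 20% in each of the two mixture wells holding the compound; inactive = inhibition of 20% or less in either well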;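 note: 0% = enzyme control without mixture and 100% = blank lacking enzyme; strong numbers were not always called active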
Target sequence (P08311 21-244 limits assumed): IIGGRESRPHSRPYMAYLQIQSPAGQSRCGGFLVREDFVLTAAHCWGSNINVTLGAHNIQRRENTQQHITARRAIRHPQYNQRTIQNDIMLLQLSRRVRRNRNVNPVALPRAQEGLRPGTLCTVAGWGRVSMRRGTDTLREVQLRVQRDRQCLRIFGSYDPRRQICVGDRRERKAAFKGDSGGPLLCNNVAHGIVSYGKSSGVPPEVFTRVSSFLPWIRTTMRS
CatS inh: inhibitors of human cathepsin S, biochemical, compound mixtures. P25774. recombinant cathepsin S, AMC dipeptide fluorescence, pooled mixtures. inhibition, %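 (tested at 5 µM per compound within 10-compound mixtures)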. 0.06% of 62,000 active; in the data active = inhibition above about 32%, passing the limit was not always enough; inconclusive = no clear call, values can overlap the other calls;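 note: 0% = enzyme without compound and 100% = blank without enzyme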
FXIa inh mix: FXIa protease inhibitors in compound pools, primary screen, biochemical, 10-compound mixtures. AID 680, 2007. 0.19% of 62,000 active. inhibition, % at 5 µM. purified FXIa, fluorogenic substrate, pooled mixtures;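 note: each value is inhibition by a whole ten-compound pool holding the compound; 0% = enzyme with no mixture and 100% = wells lacking enzyme; strong numbers were not always called active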
Target sequence (P03951 19-387 limits assumed): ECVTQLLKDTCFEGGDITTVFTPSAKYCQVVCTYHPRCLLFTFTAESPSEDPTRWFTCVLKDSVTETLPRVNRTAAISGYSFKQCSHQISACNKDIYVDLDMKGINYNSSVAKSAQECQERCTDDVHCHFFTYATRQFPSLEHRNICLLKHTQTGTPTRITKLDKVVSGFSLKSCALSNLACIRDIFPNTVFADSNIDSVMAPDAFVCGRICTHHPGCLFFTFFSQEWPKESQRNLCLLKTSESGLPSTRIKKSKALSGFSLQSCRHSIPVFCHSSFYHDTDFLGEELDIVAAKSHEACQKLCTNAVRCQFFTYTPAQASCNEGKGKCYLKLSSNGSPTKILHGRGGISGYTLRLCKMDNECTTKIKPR
Target sequence (P03951 388-625 limits assumed): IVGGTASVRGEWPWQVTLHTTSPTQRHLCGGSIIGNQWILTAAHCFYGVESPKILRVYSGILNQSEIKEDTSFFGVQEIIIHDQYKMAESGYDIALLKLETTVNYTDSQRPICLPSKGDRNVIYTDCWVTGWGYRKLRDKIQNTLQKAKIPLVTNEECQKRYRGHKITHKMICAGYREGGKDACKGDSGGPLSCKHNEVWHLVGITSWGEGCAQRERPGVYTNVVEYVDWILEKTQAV
The depositor's hits bear a star; u = inconclusive; x = no result given. Cut-off read from the data, not from the text of the source, unless noted: active = inhibition above about 20% (passing the limit was not always enough); inactive = the rest. A portion of the library (hit frequency here may not be typical).

SMILES	CatL inh	CatB block	CatB mix inh	FXIIa mix inh	AP ELISA ortho	C1s block	CatG inh	CatS inh	FXIa inh mix
Cc1nc(-c2ccc3c(c2)OCO3)cs1	-6	0	-3	6	16	-2	-3	-4	8
CCCCn1c2c(c(=O)n(C)c1=O)C(CC(=O)OCC(=O)Nc1cccc(C(F)(F)F)c1)C(=O)N2 (centres undefined)	6	1	8	1	20	8	11	0	5
CC(Nc1cc(=O)n(C)c(=O)[nH]1)c1ccccc1 (centres undefined)	5	5	2	2	13	0	6	-4	0
O=C(CCN1CCc2ccccc2CC1)c1ccc2c(c1)OCCO2	7	-1	1	6	-11	-30	8	16	-1
CCOc1ccccc1CNS(=O)(=O)c1ccc2[nH]c(=O)sc2c1	3	3	5	0	13	14	10	2	7
COc1ccc(OC)c(C2CC(=O)N3CN(c4cccc(Cl)c4)CSC3=C2C#N)c1 (centres undefined)	11	6	0	-10	14	-22	2	-3	5
CCC(C)C(NC(=O)C1CCC(C)CC1)C(=O)NC(C(=O)OC)C(C)C (centres undefined)	-7	-3	-2	-13	12	-2	0	-1	4
CCCn1c2ccccc2c2nnc(SCC(=O)Nc3ncccn3)nc21	-4	-4	4	14	8	0	-1	-3	6
N#Cc1ccc2ccn(CC(=O)NC3CCCCC3)c2c1	1	4	0	2	-2	12	7	-1	5
CC1CCN(S(=O)(=O)c2ccc3c(c2)c(=O)c(C(=O)NC2CCCC2)cn3C)CC1	-6	-3	1	5	18	8	32	4	5
COC(=O)Cn1c(CN2CCN(c3ccccc3F)CC2)nc2c1c(=O)n(C)c(=O)n2C	17	0	4	-7	8	-7	7	14	6
COc1cccc(-c2noc(CCC(=O)Nc3cccnc3)n2)c1	-7	3	3	-1	0	-12	8	10	-2
CS(=O)(=O)N(CC(=O)NCCC1=CCCCC1)c1ccc2c(c1)OCO2	-3	3	1	1	9	-25	-3	-3	7
COc1ccc(-c2cc(C(F)(F)F)nc(SCCC(=O)N3CCOCC3)n2)cc1	1	-4	-4	3	3	-50	-2	-2	14
COc1ccc2cc(CCNC(=O)c3c(-c4ccccc4Cl)noc3C)c(=O)[nH]c2c1	7	3	4	4	16	12	9	-4	4
O=C(CCCOc1ccccc1)N1CCCc2ccccc21	x	10	5	5	-10	-43	-6	13	5
O=C(CN1C(=O)CNC1=O)Nc1cccc(C(F)(F)F)c1	5	4	-1	-1	-3	-15	-7	3	2
CCC(=O)Nc1cccc(-c2nc3ccccc3c(=O)o2)c1	1	1	4	3	23	37*	59*	-1	4
CC(C)N(Cc1ccccc1)S(=O)(=O)N(C)C	9	5	2	0	5	0	9	-3	6
O=C(CSc1n[nH]c(=O)[nH]c1=O)c1ccccc1	9	4	2	6	6	11	8	-1	9
CCOC(=O)c1ccc(NC(=O)N2CC(C)OC(C)C2)cc1 (centres undefined)	-1	2	4	3	6	-30	4	-5	-3
CCOC(=O)N1CCN(c2cc3[nH]c(=S)[nH]c3cc2F)CC1	6	3	5	5	1	1	9	13	19
COc1ccc(NC(=O)CSc2nnc(N)s2)cc1	x	3	-4	1	-7	-60	-10	-13	-11
O=C(C1CC1)N1CCN=C1SCc1ccccc1	x	4	4	-6	3	1	1	16	3
CC1=CCC(COC(=O)Nc2ccccc2)CC1 (centres undefined)	0	0	0	9	1	4	2	-6	14
COc1ccc(Cl)cc1NC(=O)N(C)Cc1c(C)nn(C)c1C	-6	-5	2	3	12	2	-3	-18	4
COCC(=O)Nc1nnc(-c2cccs2)s1	-6	2	3	3	10	14	12	-2	4
O=C(COc1ccc(Cl)cc1)Nc1ccccc1C(=O)NCc1ccco1	6	-3	7	16	3	4	0	3	-2
Cc1c(CN(C)C)c2c(n1C)C(=O)c1ccc(Br)cc1-2	36	0	6	5	12	12	6	5	-1
CCOC(=O)c1c(NC(=O)c2ccco2)sc(C(=O)N2CCCC2)c1C	-2	-2	-3	4	3	-7	-2	0	5
CC(=O)Nc1cccc(NC(=O)CSc2nnc(Cc3cccn3C)n2CCc2ccccc2)c1	3	-3	7	-20	11	4	0	-2	9
CC(NC(=O)C1CC2CCCC(C1)C2=O)c1ccccc1 (centres undefined)	4	6	1	3	-8	-23	5	4	-6
Cc1ccc(-c2nn(CC(=O)NCc3ccco3)c(=O)c3ccccc23)cc1	28	9	-1	1	1	47	10	3	-6
CC(C)Cn1c(=O)c(C(=O)Nc2ccccc2S(N)(=O)=O)c(O)c2ccccc21	4	6	5	3	-5	3	-4	29	6
CN(c1ccccc1C(=O)O)S(=O)(=O)c1ccc2c3c(cccc13)C(=O)N2	-6	6	5	-8	16	4	6	4	-8
O=C(CCCC(=O)N(CC(=O)NC1CCCC1)C1CCCC1)Nc1ccccn1	13	-3	3	0	5	-29	-5	1	1
COc1ccc(NC(=O)CSc2nnc(-c3ccc(C)cc3)n2N)cc1	x	3	7	-3	-1	2	15	8	21
CN1CCN(Cc2nc(N)nc(Nc3ccc4c(c3)OCCO4)n2)CC1	14	7	-1	0	11	-16	6	-3	9
CCCOc1ccc(N2C(=O)CC(N3CCC(O)(c4cccc(C(F)(F)F)c4)CC3)C2=O)cc1 (centres undefined)	4	2	5	3	12	13	10	-3	11
O=C(CSc1nnc(COc2ccccc2)o1)Nc1nccs1	x	2	1	0	6	3	3	0	12
Cc1ccc(NC(=O)c2c(O)c3ccccc3n(C)c2=O)nc1	-12	-4	3	2	26	-11	-2	-1	6
Brc1ccccc1-c1nnc(COc2ncnc3c2cnn3-c2ccccc2)o1	11	7	4	1	4	3	9	12	4
COCCNC(=O)C(c1ccc(Cl)cc1)N(C(=O)CCC(=O)Nc1ccccn1)C1CCCC1 (centres undefined)	-2	-1	-1	3	1	2	-5	-5	-1
CC1(C)Cc2nc3sc4c(SCC(=O)NCc5ccco5)ncnc4c3cc2CO1	4	0	-3	-2	28	-17	-2	23	0
O=C(CCN1CCN(c2ccccc2)CC1)Nc1ccc2c(c1)OCO2	10	6	1	4	4	1	8	-5	1
Cn1c(=N)c(S(=O)(=O)c2ccccc2)cc2c(=O)n3ccccc3nc21	-172	-10	-10	7	-2	-51	-23	0	-11
O=C(Cc1ccc(F)cc1)N(c1ccccc1)C1C=CS(=O)(=O)C1 (centres undefined)	19	5	1	9	-2	0	7	1	4
O=C(CN1CCN(Cc2ccc3c(c2)OCO3)CC1)N1CCc2[nH]c3ccccc3c2C1	-6	-2	2	-18	15	19	13	0	8
CCOc1ccc(-c2nc(S(=O)(=O)c3ccccc3)c(NCc3cccnc3)o2)cc1	9	0	-9	0	9	-1	7	-4	-1
CN(O)/C=c1/ccc2c(n1)C(=O)C=CC=2	8	-4	-4	5	-3	4	0	7	-3
COc1ccccc1N1CCN(CC(O)COc2ccc(S(=O)(=O)N3CCOCC3)cc2)CC1 (centres undefined)	12	4	1	9	11	3	6	17	-5
CC1(C)CC(=O)C(Sc2nnc(-c3ccc(O)cc3)n2CC2CCCO2)C(=O)C1 (centres undefined)	4	3	2	2	-9	-5	-7	-2	4
COc1ccc(Cn2nnnc2C(c2cccnc2)N2CCN(c3ccc(O)cc3)CC2)cc1 (centres undefined)	17	-5	-3	5	3	-48	0	4	2
Cn1cccc1Cc1nnc(SCC(=O)NCc2ccccc2Cl)n1-c1ccc(F)cc1	x	5	3	6	11	13	14	2	10
CC1CCN(CCCNC(=O)Cc2c(C(=O)O)n(C)c3ccccc23)CC1	1	2	-4	11	6	-89	-8	-8	10
COc1ccc(C(c2c(O)ccc3ccccc23)N2CCOCC2)c(OC)c1 (centres undefined)	-1	2	-2	5	8	4	7	3	12
O=C(c1ccccc1CCc1ccccc1)N1CCOCC1	1	2	3	-19	3	-16	6	-1	4
Cc1ccc2c(C)nc(NC3=NCN(Cc4ccccc4)CN3)nc2c1	-5	1	0	3	4	-52	-10	-14	-14
CN(C)c1cccc2c(S(=O)(=O)Nc3ccccn3)cccc12	6	2	8	4	22	7	17	1	6
O=C(CN1CCN(c2ccccn2)CC1)Nc1ccc(OCc2ccccc2)cc1	6	-4	-2	-16	0	-1	4	5	-5

Continued.
SMILES	CatL inh	CatB block	CatB mix inh	FXIIa mix inh	AP ELISA ortho	C1s block	CatG inh	CatS inh	FXIa inh mix
CNC(=O)CN(Cc1ccccc1)S(=O)(=O)c1ccccc1	22	4	14	-21	-3	3	9	1	-2
CC(C)(C)NC(=O)c1ccc(NC(=O)C2COc3ccccc3O2)cc1 (centres undefined)	21	2	2	6	3	16	10	4	1
COc1ccc(N(CC(=O)NCc2ccc3c(c2)OCO3)S(=O)(=O)c2c(C)nn(C)c2C)cc1	12	2	8	-12	8	15	11	u	11
CCOc1ccc(NC(=O)NC2CCOC(C)(C)C2)cc1 (centres undefined)	4	-1	0	-20	7	-13	3	3	-1
O=C(CSc1nc2ccccc2o1)N1CCN(c2ccc(Cl)cc2)CC1	0	-5	9	-14	7	5	4	12	10
Cc1ccc(NCN2C(=O)C3C4C=CC(C4)C3C2=O)cc1 (centres undefined)	-5	1	-1	3	12	-5	-2	0	0
CC(=O)OCC(=O)[C@@]1(O)CC[C@H]2[C@@H]3CCC4=CC(=O)CC[C@]4(C)[C@H]3C(=O)C[C@@]21C	-4	-5	0	3	-2	10	10	1	3
CC(C)CC(OC(=O)c1ccco1)C(=O)NC1CCCCC1 (centres undefined)	x	3	1	26	19	-41	4	-9	5
CCOc1ccc(N2CC(O)Cn3c2nc2c3c(=O)n(CCCc3ccccc3)c(=O)n2C)cc1 (centres undefined)	-16	2	1	6	-4	-2	-2	2	3
Cc1c(NC(=O)C2CC(c3c(F)cccc3Cl)=NO2)c(=O)n(-c2ccccc2)n1C (centres undefined)	26	-1	-2	4	12	-5	-3	7	3
O=C1c2ccc(-c3nc4ccccc4o3)cc2C(=O)N1Cc1cccnc1	-11	1	-4	0	10	-6	2	-1	3
O=C(Oc1cccc2cccnc12)c1ccc(Br)o1	x	1	2	-7	-9	-5	-12	-3	3
O=C1CCc2cc(S(=O)(=O)NC(Cc3ccccc3)C(=O)NC3CCCC3)ccc2N1 (centres undefined)	x	1	-2	6	8	-1	4	5	-7
CCn1c(C)c(C(C)=O)c(NCc2ccccc2)nc1=S	17	0	1	5	-6	26	-11	-3	1
CC(C)(C)OC(=O)N1CCC[C@H]1c1nnc(SCc2ccc(Cl)cc2Cl)o1	1	0	5	5	-2	6	1	5	5
c1ccc(C(Cc2nc(-c3ccccn3)no2)c2ccccc2)cc1	5	2	6	3	13	-3	9	3	5

Profiles as entered above. Values in the order: CatL inh | CatB block | CatB mix inh | FXIIa mix inh | AP ELISA ortho | C1s block | CatG inh | CatS inh | FXIa inh mix
CCOc1ccc(NC(=O)NC2CCOC(C)(C)C2)cc1 (centres undefined) is entered as 4 | -1 | 0 | -20 | 7 | -13 | 3 | 3 | -1
CC(=O)Nc1cccc(NC(=O)CSc2nnc(Cc3cccn3C)n2CCc2ccccc2)c1 is entered as 3 | -3 | 7 | -20 | 11 | 4 | 0 | -2 | 9
O=C(CCN1CCN(c2ccccc2)CC1)Nc1ccc2c(c1)OCO2 is entered as 10 | 6 | 1 | 4 | 4 | 1 | 8 | -5 | 1
Cc1ccc(NCN2C(=O)C3C4C=CC(C4)C3C2=O)cc1 (centres undefined) is entered as -5 | 1 | -1 | 3 | 12 | -5 | -2 | 0 | 0
